H9c2 protect: cardioprotection against H2O2-induced cell death, primary screen, uHTS, H9c2 cells, ATPLite luminescence | 360,000 compounds, 0.63% hits | protection from H2O2 cell death, % at 20 µM | H9c2 cardiomyocytes, H2O2 injury protection, 2 h;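 active means compounds giving at least 50% protection of heart cells from peroxide-induced death in the single-dose screen, raw or plate-pattern-corrected value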;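 further: 0% = DMSO wells with peroxide and 100% = DMSO wells without peroxide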
NOD2-RIPK2 inh: NOD2-RIPK2 binding disruptors in cells, primary screen, fluorescence, CHO cells, BLA complementation | Receptor-interacting serine/threonine-protein kinase 2 (Homo sapiens), O43353 | CCF4 ratio | inhibition, % at 4.98 µM | 360,000 compounds, 0.38% hits; in the data active means inhibition above about 21%;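 further: 0% = vehicle only and 100% = reference blocker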
ABCB6 inh MLPCN: ABCB6 transporter inhibitors, primary screen, K562-ABCB6 cells, flow cytometry, MLPCN library | K562-ABCB6 porphyrin accumulation, 1 h; hits give low values | 360,000 compounds, 0.19% hits | fluorescence ratio to DMSO, % at 10 µM | ATP-binding cassette sub-family B member 6 (Homo sapiens), Q9NP58;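 active means fluorescence ratio to DMSO below 75%, the collection mean minus 3 SD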;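 further: signal is porphyrin accumulated inside mitochondria; 100% equals median channel fluorescence of DMSO control wells; lower ratio means ABCB6 inhibition with less porphyrin fluorescence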
Target sequence (Q9NP58 whole entry, looked up): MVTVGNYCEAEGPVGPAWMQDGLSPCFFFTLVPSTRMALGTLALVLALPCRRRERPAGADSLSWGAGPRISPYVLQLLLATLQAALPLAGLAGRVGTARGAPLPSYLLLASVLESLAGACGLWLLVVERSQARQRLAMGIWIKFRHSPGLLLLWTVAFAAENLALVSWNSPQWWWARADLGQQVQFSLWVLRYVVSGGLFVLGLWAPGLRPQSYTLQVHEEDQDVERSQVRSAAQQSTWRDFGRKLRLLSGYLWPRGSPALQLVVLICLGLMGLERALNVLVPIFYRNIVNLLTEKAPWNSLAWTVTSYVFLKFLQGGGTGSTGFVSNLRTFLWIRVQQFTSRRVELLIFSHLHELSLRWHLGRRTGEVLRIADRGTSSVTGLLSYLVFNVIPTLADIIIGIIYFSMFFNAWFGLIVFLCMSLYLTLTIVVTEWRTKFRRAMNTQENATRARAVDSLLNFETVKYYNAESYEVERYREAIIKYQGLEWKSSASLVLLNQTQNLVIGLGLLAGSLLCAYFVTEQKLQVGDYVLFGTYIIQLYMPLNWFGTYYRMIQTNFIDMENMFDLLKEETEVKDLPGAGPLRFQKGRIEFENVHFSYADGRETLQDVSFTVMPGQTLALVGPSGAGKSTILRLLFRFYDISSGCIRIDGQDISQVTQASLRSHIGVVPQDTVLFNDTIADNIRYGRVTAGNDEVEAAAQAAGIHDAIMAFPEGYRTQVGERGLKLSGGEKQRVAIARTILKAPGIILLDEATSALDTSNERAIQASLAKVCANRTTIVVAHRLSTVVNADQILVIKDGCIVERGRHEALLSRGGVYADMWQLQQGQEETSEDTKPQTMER
SRC2 inh: inhibition of GAL4-SRC2 driven luciferase reporter, primary screen, SRC2 inhibitor project, cell-based, luminescence | HEK293 GAL4-SRC2 luciferase reporter | inhibition, % at 9 µM | 370,000 compounds, 0.17% hits | AID 651957, 2012;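 active means inhibition above the mean inhibition of all tested compounds plus 3 SD, set per campaign, cut at about 52% in these data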;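 further: 0% = DMSO treated cells and 100% = cells given Gossypol at 36 µM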
m5-HT2A agonist: mouse Htr2a agonists via beta-arrestin recruitment, primary screen, cell-based, luminescence; 5-hydroxytryptamine receptor 2A (Mus musculus), P35363; CHO-K1 mHTR2A beta-arrestin complementation; percent of 30 µM serotonin response; activation, % at 7.6 µM; 360,000 compounds, 0.66% hits; AID 624169, 2012;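 active means activation above a run cutoff, the mean activation of all tested compounds plus 3 SD, cut at about 14% in these data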;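 further: 0% = plate median of compound wells and 100% = 30 µM serotonin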
ABHD5-PLIN5 inh: ABHD5-PLIN5 interaction inhibitors, primary screen, cell lysate, split luciferase complementation, luminescence. Split G. princeps luciferase complementation, 4 h. 360,000 compounds, 0.78% hits. inhibition, % at 4 µM. AID 602281, 2012;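 active means inhibition above the mean inhibition across every tested compound plus 3 SD, cut at about 22% in these data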;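 further: 0% = DMSO only wells and the 100% control is not disclosed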
N-glyco inh: increase of ERlucT glycosylation luciferase signal, primary screen, N-linked glycosylation inhibitor project, D54 ERlucT cells, luminescence, set 2 | D54 ERlucT glycosylation luciferase reporter, 24 h; percent of 100 nM tunicamycin response | reporter increase, % at 12.5 µM | 360,000 compounds, 0.23% hits | AID 588692, 2011;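 active means mean luciferase reporter signal, scaled so untreated is 0 and the glycosylation-blocking control 100, at or above a set limit in every replicate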;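 further: luciferase carries N-glycosylation sites so blocking glycosylation raises the light; 0% = median of neutral control wells and 100% = median of 100 nM tunicamycin wells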
MC4R antag cAMP: MC4R antagonists of cAMP signaling, primary screen, cell-based, TR-FRET, antagonist arm of biased-ligand search | Melanocortin receptor 4 (Homo sapiens), P32245 | 360,000 compounds, 0.48% hits | MC4R-expressing cells, MTII-stimulated cAMP, LANCE TR-FRET | inhibition, % at 6.5 µM;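 active means inhibition above its plate's cutoff, the mean of tested wells on that plate plus 3 SD, cut at about 29% in these data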;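 further: 0% = Melanotan II alone and 100% = Melanotan II plus saturating MCL0020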
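Assay system: human MC4R-expressing U2OS cells; reagent: Melanotan II stimulation of cells; dosing: 6.5 µM single dose; timing: compound 30 min, challenge 1 h, detection 1 h; signal: TR-FRET cAMP assay; replicates: one well per compound, no replicates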
TLR9-MyD88 block: inhibitors of TLR9-MyD88 association in cells, primary screen, cell-based, CHO, BLA complementation, fluorescence; CCF4 FRET ratio; inhibition, % at 4.98 µM; AID 504734, 2011; Toll-like receptor 9 (Homo sapiens) + Myeloid differentiation primary response protein …; 340,000 compounds, 0.21% hits;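 active means inhibition above the mean over all tested compounds plus 3 SD, cut at about 21% in these data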;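 further: 0% = DMSO only wells and 100% = clavulanate BLA inhibitor control wells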
MC4R ag barr: MC4R agonists recruiting beta-arrestin, primary screen, cell-based, luminescence, agonist arm of biased-ligand search | Melanocortin receptor 4 (Homo sapiens), P32245 | U2OS MC4R beta-arrestin complementation; percent of melanotan II response, DMSO zero | activation, % at 8.9 µM | 360,000 compounds, 0.98% hits | AID 540308, 2011;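 active means activation above a per-plate cutoff, the mean activation of sample wells on that plate plus 3 SD, cut at about 8% in these data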
Starred values were filed as active, the others as inactive; x = not tested or not shown. A portion of the library (hit frequency here may not be typical).

Below each compound – H9c2 protect, NOD2-RIPK2 inh, ABCB6 inh MLPCN, SRC2 inh, m5-HT2A agonist, ABHD5-PLIN5 inh, N-glyco inh, MC4R antag cAMP, TLR9-MyD88 block, MC4R ag barr
- COc1ccc(OC)c2c1C(=O)CC2C (centres undefined)
    6, -8, 95, 18, 2, -5, 0, 6, -3, -1.4
- O=C(Nc1ccc2c(c1)OCO2)N1CCOCC1
    -2, 6, 101, -8, -2, 1, 3, 3, -2, -1.2
- NS(=O)(=O)c1cccc(NC(=O)Cn2cc(C(F)(F)F)cc(Cl)c2=O)c1
    -2, 2, 94, 11, -4, -4, 1, 4, 9, -1.4
- Cc1occc1-c1nnc(SCC(N)=O)o1
    3, -14, 89, -6, 2, -7, 0, 9, 9, -0.3
- Cc1ccc(CN(C(=O)c2cc(=O)c3cc(Cl)c(C)cc3o2)C2CCS(=O)(=O)C2)cc1 (centres undefined)
    -3, 5, 100, -25, 4, 1, 2, 9, -3, -0.7
- O=C(O)C1CC(=O)N(C2CCCCCC2)C1 (centres undefined)
    18, 5, 99, -26, 1, 4, -1, 11, 5, 0.8
- CC(C)c1csc(CN2CCC(C(=O)Nc3cccc(-c4ccco4)c3)CC2)n1
    -5, 11, 104, 17, -6, 5, 0, 9, -11, -1.8
- CCc1cccc(NC(=O)CN(c2ccc(OC)cc2)S(=O)(=O)c2c(C)n[nH]c2C)c1
    4, -11, 95, -11, 0, -2, 2, 2, 6, -1.0
- O=C1CCCC2=C1C(c1ccco1)Nc1ccc(C(=O)c3ccccc3)cc1N2 (centres undefined)
    -1, 6, 114, 9, -5, 6, 17, 0, 8, -2.3
- Cc1ccccc1NC(=S)NCc1ccc2[nH]c3c(c2c1)CCCC3
    -5, 5, 97, -14, -4, -3, -5, 3, -4, -0.3
- Cc1cc(C(=O)NCCc2ccc(S(N)(=O)=O)cc2)no1
    3, 3, 100, -21, 0, 1, -1, 13, -4, -1.6
- N#C/C(=C\c1ccc(-c2ccc([N+](=O)[O-])cc2)o1)C(=O)Nc1nc(-c2cccs2)cs1
    2, -13, 138, -9, 3, -1, 0, 8, -1, -2.9
- CCOc1ccc(N(CC(=O)NC2CCCCC2)C(=O)CSc2nnc(COc3ccccc3)o2)cc1
    -4, -5, 95, 11, -2, -2, -3, 16, -9, 1.1
- COc1ccc(C2(C)NC(=O)N(CC(=O)NC(C)c3ccc(CC(C)C)cc3)C2=O)cc1 (centres undefined)
    -4, -9, 97, 9, -13, -19, 0, 1, -3, 0.8
- CC/C(C)=N\Nc1nc(-c2cc3cc(OC)ccc3oc2=O)cs1
    37, -7, 95, -45, 1, -7, 1, -3, 9, -1.4
- O=C(O)COc1ccccc1/C=N/NC(=O)CSc1nc2ccccc2s1
    11, 2, 100, 1, -3, 4, -1, 9, -7, 1.4
- COc1ccc2c(c1)-c1nc(/N=C/c3c(O)ccc4ccccc34)sc1CC2
    15, -2, 99, 3, -2, -5, 5, 5, 2, -2.4
- Cc1cc(C)cc(N2C(=O)C3CC=CCC3C2=O)c1 (centres undefined)
    0, 4, 94, -46, -2, 0, 1, 1, -4, -1.4
- CCN(CC)S(=O)(=O)c1ccc(/C=C/C(=O)OCC(=O)Nc2ccc(S(N)(=O)=O)cc2)cc1
    -1, -8, 98, 32, 4, 1, 1, -1, -2, -2.7
- Nc1nnc(COc2ccc(Br)cc2Br)s1
    -9, -5, 112, -43, -2, 6, -1, 14, -1, 0.7
- CN(Cc1ccc(Cl)cc1Cl)C(=O)CN1C(=O)NC2(CCCC2)C1=O
    -4, -2, 91, -14, 8, -8, 3, -1, -4, -1.5
- CC(C)(C)Cc1nnc(NC(=O)c2ccc([N+](=O)[O-])cc2)s1
    -4, -13, 97, -33, 8, 0, 0, 4, -2, -0.9
- CC(=O)Oc1cccc2c1C(=O)C1CC=CC(OC(C)=O)C1C2=O (centres undefined)
    -1, 13, 105, -15, -3, -12, 12, 4, -6, -1.7
- C/C(=N\NC(=O)c1cc2ccccc2cc1O)c1cccs1
    -17, -8, 92, -24, -9, 1, -12, 14, -3, -1.0
- Cc1cc(NC(=O)CSc2n[nH]c(-c3ccc(Cl)cc3Cl)n2)no1
    -2, -12, 98, 5, 6, -5, -2, -4, -9, -1.9
- Cc1noc(C)c1S(=O)(=O)NC(=O)C1(C)CCN1C(=O)Cc1ccc(Cl)cc1Cl (centres undefined)
    5, -11, 99, 20, 0, 3, 0, 6, x, -0.8
- COc1ccc(/C(C)=N/NC(=O)CCC(=O)Nc2ccc(Cl)cc2Cl)c(OC)c1
    4, -1, 100, -28, 0, -4, 0, 11, -4, -1.2
- CCC(CC)NC(=O)CSc1ccc(S(=O)(=O)N2CCCCC2)cn1
    -4, -13, 99, -24, 3, 6, -1, 4, 5, 0.4
- Cc1ccc(NC(=O)c2cccc(S(=O)(=O)N3CCN(C)CC3)c2)cc1F
    2, -5, 105, -14, 0, 0, 1, 1, 5, -0.8
- COc1ccc(N2C(=O)[C@H]3[C@@H](C2=O)C2c4ccccc4C=NN2[C@H]3C(=O)C(C)(C)C)cc1 (some centres undefined)
    3, -3, 98, -18, 3, -1, -4, 13, -10, 0.1

Below each compound – H9c2 protect, NOD2-RIPK2 inh, ABCB6 inh MLPCN, SRC2 inh, m5-HT2A agonist, ABHD5-PLIN5 inh, N-glyco inh, MC4R antag cAMP, TLR9-MyD88 block, MC4R ag barr
- O=C(CSc1ccccc1C(=O)NCc1ccccc1)NC1CCCCCCC1
    1, 9, 103, 0, 6, -4, -3, 0, -6, -0.9
- CC(=O)CC(C)=NCCN=C(C)CC(C)=O
    0, 6, 97, -7, 0, 1, 3, 2, -1, -0.9
- CC(=O)c1cccc(Nc2nc(=O)c3cccnc3s2)c1
    8, -5, 94, -14, -1, 6, 2, -3, -2, -0.8
- COc1ccccc1C(=O)NCCC(=O)Nc1ccc(C)cn1
    3, -11, 104, -16, 3, -1, 5, -5, 4, -0.7
- CC1CCCCC1NC(=O)C1CCC(CNS(=O)(=O)c2ccc3c(c2)C(C)(C)C(=O)N3C)CC1 (centres undefined)
    1, -13, 98, -3, 5, 0, -2, 4, x, -0.4
- CC[C@]12c3[nH]c4ccccc4c3CCN1C(=O)C(CC(=O)NC(C)(C)C)C[C@@H]2C(=O)N1CCN(C(=O)C2CC2)CC1 (some centres undefined)
    -2, -2, 99, -33, -1, -2, 0, -10, -4, -0.9
- CC(=O)c1ccc(N(CC(=O)NCc2ccc3c(c2)OCO3)C(=O)c2csnn2)cc1
    4, -8, 97, -20, -1, 4, -1, 1, 6, -0.5
- Cc1cc(C)c(NC(=O)Nc2ccccc2)c(Cl)c1
    6, 2, 81, 2, -3, -4, 1, 2, 9, -2.0
- N#CC1=C(N)Oc2n[nH]c(-c3ccccn3)c2C1c1c(F)cccc1Cl (centres undefined)
    1, -8, 90, 1, 2, 8, 9, -1, -2, 2.2
- Cc1cc(/C=C2/SC(=O)N(CC(=O)N3CCCC3)C2=O)ccc1N1CCOCC1
    -3, 2, 98, -2, 3, 0, -2, -10, -9, 1.4
- COC(=O)NNC(=O)C(C)Oc1ccc(Cl)cc1Cl (centres undefined)
    -1, 2, 97, x, 0, 4, 2, 15, -5, -0.5
- Cc1ccsc1C(=O)NCCc1ccco1
    12, 4, 99, -24, -2, 9, -1, -2, -6, -2.4
- CN1CCN(c2ccc(NC(=O)c3ccc(Cl)cc3)cn2)CC1
    5, -7, 100, -45, 4, 5, 3, 3, -9, -2.0
- CCOc1ccc(NC(=O)C2CCCN2S(=O)(=O)c2ccc(OCC)cc2)cc1 (centres undefined)
    -4, -3, 95, -5, -2, 3, -2, 10, -1, -0.1
- Brc1ccc(CSc2ccc3nnc(-c4cccnc4)n3n2)cc1
    68*, -3, 89, -8, 5, 8, 17, -43, -1, 0.8
- CC(C)N1CCC(=NNC(=O)c2ccccc2[N+](=O)[O-])CC1
    6, -9, 103, -13, -5, 2, 0, 7, 2, -0.3
- Nc1cc(Cl)ccc1N1CCCC1
    0, -3, 96, 13, 1, 1, 0, -4, 6, -3.4
- Cc1nnc2ccc(-c3ccc(NS(=O)(=O)c4ccccc4[N+](=O)[O-])cc3)nn12
    3, -4, 97, -29, -3, -5, 6, 11, 9, -1.0
- C/C(=N\NC(=O)c1cccc(C)c1O)c1ccc(NC(=O)Cc2ccccc2)cc1
    -2, -9, 93, -91, -4, -3, 1, 14, -9, 0.2
- COc1cccc(OC)c1OCCCCCc1c(C)n[nH]c1C
    -18, 1, 90, -9, -1, -5, 0, -1, -7, -1.0
- CC(C)c1cc(C(=O)NC2CCCc3c2cnn3-c2ccccc2F)no1 (centres undefined)
    -13, 2, 96, -2, -2, -8, -12, 0, -7, -3.2
- CC(C)c1nnc(NC(=O)c2c(O)c3cccc4c3n(c2=O)CCC4)s1
    -23, 3, 97, 0, 2, 0, 1, 0, 12, -0.2
- Cc1cc(C)nc(SC(C(=O)O)c2ccccc2)n1 (centres undefined)
    -2, 2, 95, 6, 4, 12, 1, -4, -2, 3.6
- COc1ccc(-n2nc3c(N4CCC(C(=O)NCc5ccccc5)CC4)nnc(C)c3c2C)cc1
    -10, 1, 103, -6, -13, -9, -1, 3, -11, -3.7

Screens deposited in PubChem BioAssay by several laboratories.
